HTT cytoprotect = cytoprotection in Huntington HTT-Q103 PC12 cell model; PC12 HTT-Q103 induced, cytoprotection, ATP luminescence, 40 h; Potency, µM (doses to about 56.4 µM), inactives show cytoprotection (ATP increase), most hits filed as activators; 230,000 tested, 0.14% active;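 also: % of control where 0% means no effect; nearly all actives have a fitted effect of over 45% in size; toxic huntingtin expression switched on by the ecdysone agonist tebufenozide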
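Stable PC12 Q103-GFP cells in serum-supplemented, phenol red-free DMEM; induction by tebufenozide at 100 nM final; compound dose series; cell viability quantified luminescently from ATP.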
GAA glycogen mod = alters human alpha-glucosidase cleavage of glycogen | recombinant GAA, glycogen substrate, Amplex Red glucose oxidase fluorescence | AID 2100 | Potency, µM (top dose mostly 76.4 µM), for inactives: top-dose activity change, negative = inhibition, usual class: inhibitors | P10253 | 300,000 tested, 0.38% active;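 also: 0% = full enzyme reaction and -100% = no-enzyme basal signal; the screen sought inhibitors and activators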
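Natural-substrate format: glycogen cleavage by 4 nM human enzyme, glucose read by Amplex Red coupling (Ex 573, Em 610 nm). Normalized to enzyme and no-enzyme controls.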
GAA inhib = alpha-glucosidase (human) inhibition | 200,000 tested, 0.005% active | Potency, µM (doses to about 76.9 µM), for inactives: at the top dose activity change, negative = inhibition, hits mostly inhibitors | AID 1466 | purified human GAA, 4-MU-alpha-glucoside fluorescence | P10253;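 also: plate controls were uninhibited enzyme wells for no effect and no-enzyme background for full effect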
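Compounds are titrated up to 77 uM against 4 nM human enzyme. Substrate 4-methylumbelliferyl-alpha-D-pyranoside (400 uM) reacts 20 min at room temperature in pH 5.0 buffer; liberated 4-methylumbelliferone is read at 440 nm.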
aGal spleen mod = inhibitors or activators of human alpha-galactosidase in spleen homogenate | P06280 | human spleen homogenate, 4MU-alpha-Gal fluorescence, 40 min | Potency, µM (doses to about 80 µM), without a hit: top-dose activity change, negative = inhibition, usual class: inhibitors | 240,000 tested, 0.008% active | AID 2107;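 also: 0% = enzyme with vehicle and -100% = no enzyme basal signal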
Target sequence (P06280 32-429 limits assumed): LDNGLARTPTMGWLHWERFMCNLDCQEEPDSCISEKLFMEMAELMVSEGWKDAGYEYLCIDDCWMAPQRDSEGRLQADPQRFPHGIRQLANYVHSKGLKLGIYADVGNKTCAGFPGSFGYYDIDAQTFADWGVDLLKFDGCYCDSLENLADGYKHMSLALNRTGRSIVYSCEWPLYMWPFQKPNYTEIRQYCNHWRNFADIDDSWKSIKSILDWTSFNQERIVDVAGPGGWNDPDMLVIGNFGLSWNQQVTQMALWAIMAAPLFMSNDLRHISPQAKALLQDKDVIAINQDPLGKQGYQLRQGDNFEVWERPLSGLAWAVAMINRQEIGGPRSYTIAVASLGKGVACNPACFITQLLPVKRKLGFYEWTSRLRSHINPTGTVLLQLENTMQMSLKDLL
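Inhibition or activation of alpha-galactosidase in human spleen homogenate is scored by 4-MU fluorescence after 40 min at 37C, pH 5.0, with 1 mM substrate. AC50s come from concentration-response fitted to the Hill equation.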
Tau FP inhib = tau fibrillization inhibition (FP). Potency, µM (top dose mostly 57.7 µM), for inactives: at the highest dose activity, negative = inhibition, hits mostly inhibitors. K18 P301L tau heparin fibrillization, Alexa594 FP, 6 h. P10636. 280,000 tested, 0.39% active; also: % is scaled to controls: 0 for no effect and ±100 for the full control effect; nearly all actives have a fitted effect of over 55% in size
Target sequence (P10636 561-689 P618L limits assumed): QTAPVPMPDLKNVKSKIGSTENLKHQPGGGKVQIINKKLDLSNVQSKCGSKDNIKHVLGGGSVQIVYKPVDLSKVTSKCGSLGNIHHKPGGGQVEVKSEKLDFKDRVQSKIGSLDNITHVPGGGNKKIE
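Heparin (20 uM) drove fibril formation of recombinant tau K18 P301L, 15 uM unlabeled with 0.24 uM Alexa 594 label, for 6 hr at 37 C in 100 mM sodium acetate pH 7. Fluorescence polarization (555/632 nm) read 1 hr after 30 uM ThT.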
Tau fluor cs = counter-screen for tau fibril formation inhibitors; tau K18 P301L Alexa594 fluorescence, heparin fibrillization; Potency, µM (highest dose often 57.7 µM), for inactives: top-dose activity change, negative = decrease; 280,000 tested, 0.93% active; AID 1463; also: % is scaled to controls: 0 for no effect and ±100 for the full control effect; nearly all actives have a fitted effect of over 55% in size
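Human tau K18 P301L (15 uM unlabeled, 0.24 uM Alexa 594-labeled) in 100 mM sodium acetate pH 7 with 20 uM heparin, 6 hr at 37 C. ThT 30 uM added, 1 hr ambient; Alexa 594 FP and total fluorescence read at 555/632 nm.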
Tau ThT inhib = tau fibrillization inhibition (ThT binding). P10636. recombinant tau K18 P301L, heparin-induced fibrillization, ThT fluorescence. Potency, µM (series often up to 57.4 µM), inactives show at the highest dose activity, negative = inhibition, usual class: inhibitors. 270,000 tested, 2.1% active. AID 1460; also: % is scaled to controls: 0 for no effect and ±100 for the full control effect; nearly all actives have a fitted effect of over 55% in size
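ThT emission at 510 nm, taken 1 hr after adding 30 uM dye, quantifies aggregates formed when 20 uM heparin acts on human tau K18 P301L for 6 hr at 37 C.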
aGlu spleen mod = inhibitors or activators of human alpha-glucosidase in spleen homogenate; Potency, µM (series often up to 79.9 µM), without a hit: top-dose activity change, negative = inhibition, usual class: inhibitors; human spleen homogenate, 4-MU-alpha-glucoside fluorescence; 240,000 tested, 0.006% active; AID 2112; P10253;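 also: 0% = enzyme with vehicle and -100% = no enzyme basal signal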
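Compounds were titrated against alpha-glucosidase in spleen homogenate at pH 5.0, with 1 mM 4-methylumbelliferyl substrate for 40 min at 37 C. Reactions were quenched with pH 10 NaOH/glycine and fluorescence measured.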
Numbers without * were called inactive; ? = inconclusive; · = not tested or not shown; & = joins results of further samples; [ ] = dose if it differs, or a comment. Calls follow the shape of the dose curve; as a rule, active = well fitted curve in the direction sought with a large enough effect; inconclusive = small, poorly fitted or top-dose-only effect, or another doubt; inactive = no such curve, though single readings can be large; an effect the other way counts as inactive or inconclusive. Potency is read from the fitted curve at half-maximal effect.

structure	HTT cytoprotect	GAA glycogen mod	GAA inhib	aGal spleen mod	Tau FP inhib	Tau fluor cs	Tau ThT inhib	aGlu spleen mod
CC(=O)Nc1ccc(Nc2nc3c(S(=O)(=O)c4ccc(C)c(C)c4)nnn3c3ccccc23)cc1	-13%[10 µM]	?	?	-5%	?	-5%	7%	2%
COc1ccc(-c2cc(C(F)F)n3ncc(C(=O)N4CCCCC4)c3n2)cc1	-48%[inhibitor]	-2%	11%	7%	3%	-5%	-9%	-1%
COc1ccc(NC(=O)COC(=O)Cn2c(C)nc3ccccc32)cc1OC	13%	3%	-8%	-5%	6%	-7%	-12%	-5%
CC(C)(C)P(=O)(CO)c1ccccc1 (configuration not stated)	-8%	6%	1%	4%	-6%	2%	0%	11%
COc1ccc(-c2cc(C(=O)Nc3cccc(C(C)=O)c3)no2)cc1OC	·	11%[76.3 µM]	·	·	1%	0%	-1%	·
CCCc1nnc(SCC(=O)N2CCCCC2)n1CC1CCCO1 (configuration not stated)	5%	-1%	2%	-5%	3%	0%	0%	-5%
CC(=O)c1c(COC(=O)c2ccccc2Cl)nc2ccccc2[n+]1[O-]	8%[10 µM]	5%	·	6%	7%	-29%	-9%	5%
Cc1cc(-c2ccccc2)nc(N/N=C/c2ccco2)n1	-47%[inhibitor]	?	2%	-15%	-4%	-6%	-16%	-1%
CCOC(=O)/C(C#N)=C/C1=C(N2CCCC2)CC(C)(CC)OC1 (configuration not stated)	7%	4%	2%	-4%	7%	-5%	-7%	-12%
Cc1ccc(SCc2cc(=O)[nH]c(/N=C(\N)Nc3ccccc3Sc3ccccc3)n2)cc1	9%[10 µM]	1%	0%	4%	?	-2%	2%	-2%
CCc1ccc(C(=O)c2cn(CC(=O)Nc3ccc(OC)cc3OC)c3ccc(CC)cc3c2=O)cc1	·	-5%[76.3 µM]	·	·	-9%	-23%	-7%	·
Cc1c(N=Cc2ccco2)c(=O)n(-c2ccccc2)n1C	-15%	10µM*	3%	-4%	6%	10%	2%	-15%
CN(CC(=O)Nc1ccc(N2CCOCC2)cc1)CC(=O)Nc1ccccc1[N+](=O)[O-]	-11%[10 µM]	1%	3%	2%	12%	-10%	-7%	-2%
COc1cc(Cl)c(C)cc1NC(=O)COC(=O)c1cc(SC)ccc1Cl	-10%[10 µM]	12%	3%	4%	-7%	-2%	-1%	0%
O=C(COC(=O)c1ccccc1C(=O)N1CCN(c2ccccc2)CC1)Nc1ccccc1	-1%	-11%	?	2%	5%	-8%	-2%	-6%
CC1=C(C)CC(C(=O)NNC(=O)c2csc3c2CCC(C(C)(C)C)C3)C(C(=O)O)C1 (configuration not stated)	·	-5%	1%	-3%	0%	-8%	?	-5%
CCN(CC)CCN(Cc1cc2ccc(C)cc2[nH]c1=O)C(=S)Nc1ccccc1C(=O)OC	-23%[10 µM]	0%	-8%	3%	-2%	-2%[2.34 µM]	-2%	3%
Cc1noc(C)c1CN1C(=O)NC(Cc2ccccc2)(Cc2ccccc2)C1=O	7%	-6%	-18%	6%	0%	-6%	-2%	1%
CC(C)CCNC(=O)Cn1c(=O)oc2cc(S(=O)(=O)N3CC(C)CC(C)C3)ccc21 (configuration not stated)	-34%	-1%	-3%	-2%	2%	-10%	-6%	-4%
Cc1cc(Br)cc(C)c1NC(=S)NC(=O)CC(C)C	14%	-13%	-1%	-5%	0%	-9%	-4%	-3%

Part of the list above in order of SMILES length, ascending:
structure	HTT cytoprotect	GAA glycogen mod	GAA inhib	aGal spleen mod	Tau FP inhib	Tau fluor cs	Tau ThT inhib	aGlu spleen mod
COc1ccc(-c2cc(C(=O)Nc3cccc(C(C)=O)c3)no2)cc1OC	·	11%[76.3 µM]	·	·	1%	0%	-1%	·
Cc1noc(C)c1CN1C(=O)NC(Cc2ccccc2)(Cc2ccccc2)C1=O	7%	-6%	-18%	6%	0%	-6%	-2%	1%
COc1ccc(-c2cc(C(F)F)n3ncc(C(=O)N4CCCCC4)c3n2)cc1	-48%[inhibitor]	-2%	11%	7%	3%	-5%	-9%	-1%
Cc1ccc(SCc2cc(=O)[nH]c(/N=C(\N)Nc3ccccc3Sc3ccccc3)n2)cc1	9%[10 µM]	1%	0%	4%	?	-2%	2%	-2%
CCc1ccc(C(=O)c2cn(CC(=O)Nc3ccc(OC)cc3OC)c3ccc(CC)cc3c2=O)cc1	·	-5%[76.3 µM]	·	·	-9%	-23%	-7%	·
CC(=O)Nc1ccc(Nc2nc3c(S(=O)(=O)c4ccc(C)c(C)c4)nnn3c3ccccc23)cc1	-13%[10 µM]	?	?	-5%	?	-5%	7%	2%

(more compounds)
structure	HTT cytoprotect	GAA glycogen mod	GAA inhib	aGal spleen mod	Tau FP inhib	Tau fluor cs	Tau ThT inhib	aGlu spleen mod
COc1ccc(Cl)cc1NC(=O)CNc1ccccc1CN(C)C1CCCCC1	-17%[10 µM]	14%	-6%	5%	9%	?	-7%	8%
COCCn1c(SCC(=O)Nc2cccc(C(=O)OC)c2)nc2ccccc2c1=O	3%	-3%	-5%	2%	-7%	-18%	-18%	1%
CC(=O)c1ccc(Nc2c(C)n(C)n(-c3ccccc3)c2=O)cc1	-11%	?	-3%	-7%	0%	1%	-1%	-2%
O=C(Nc1ccc2c(c1)C(=O)N(C1CCCCC1)C2=O)C1CCCO1 (configuration not stated)	-19%	-18%	-1%	-8%	-6%	-12%	-3%	-2%
CCCC1=Nc2cc(C(=O)N3CCC(C(=O)OCC)CC3)ccc2Sc2ccccc21	·	1%&-2%[76.3 µM]	·	·	3%	-10%	-17%	·
CC(C)(C)C(=O)Cn1ncc(N2CCOCC2)c(Br)c1=O	8%	5%	-1%	5%	4%	14%	13%	4%
Cc1ccc(C)c(S(=O)(=O)N2CCNCC2)c1	-39%[inhibitor]	-1%	8%	6%	0%	-3%	0%	2%
Cc1ccc(CNS(=O)(=O)c2ccc3c(c2)OCCO3)cc1	·	2%	0%	3%	11%	1%	2%	2%
Cc1ccc(S(=O)(=O)N(CC(=O)Nc2ccc(C(C)C)cc2)Cc2ccccc2)cc1	·	3%[76.3 µM]	·	·	-5%	-11%	3%	·
CCOC(=O)c1sc(NC(=O)CSc2ccccn2)c(C#N)c1C	-3%	-12%	0%	-2%	0%	-3%	-3%	-2%
CCC(C)NC(=O)CCCn1c(=O)c2cccn2c2ccccc21 (configuration not stated)	·	-5%[76.3 µM]	·	·	-8%	-14%	?	·
C[C@@H]1CC[C@]2(O[C@@H](CCO)C[C@H](O)[C@H]2O)O1	·	-4%	3%	-1%	-1%	-7%	-2%	1%
COCC(=O)Nc1c(C(=O)Nc2cccc(OC)c2)oc2ccccc12	-16%[10 µM]	-2%	?	4%	-12%	?	-15%	-2%
O=C(CCC(=O)Nc1ccc(F)cc1)N/N=C/c1ccccc1O	-41%[inhibitor]	-4%	?	15%	-1%	-3%	3%	7%
CC1=NN(c2nc(-c3ccc(C#N)cc3)cs2)C(=O)C1	·	?	-2%	-1%	-3%	-22%	?	-1%
COc1cccc(C2C=C(c3ccccc3)Nc3c(C(=O)Nc4ccccc4)cnn32)c1OC (configuration not stated)	·	-6%[76.3 µM]	·	·	?	?	2%	·
CCCCN1C(=O)C2NN=C(C(=O)OC)C2C1=O (configuration not stated)	3%[10 µM]	10%	0%	-4%	-7%	-5%	-6%	-3%
Cc1ccc(SCC(=O)NC(C)(C)C)cc1	-17%	5%	0%	-10%	4%	6%	3%	0%
CCOC(=O)C1=C(C)NC(=O)NC1c1ccc(Cl)cc1Cl (configuration not stated)	-9%	·	-15%	16%	5%	0%	3%	-8%
COc1ccc(CNC(=O)COC(=O)c2cc(-c3ccc(Cl)s3)nc3ccccc23)cc1	16%	-5%	-6%	0%	?	-28%	-8%	-6%
CC(C)(C)c1ccc(OC2C=CC(C#Cc3ccccc3)OC2CO)cc1 (configuration not stated)	-8%[10 µM]	·	·	4%[17.5 µM]	12%[11.6 µM]	-4%[11.6 µM]	-11%[11.5 µM]	10%[17.4 µM]
CCOc1ccc(C2C(=O)N(C3CCCCC3)CC(=O)N2CC2CCCO2)cc1OC (configuration not stated)	10%	-5%	-2%	-4%	-3%	-9%	-10%	-6%
O=C1CCCN1CN(C(=O)c1ccccc1)c1ccc(F)cc1	-17%	-2%	-10%	-8%	?	-11%	-6%	-3%
O=C(Nc1ccccc1F)c1ccc(CNS(=O)(=O)c2cccc(C(F)(F)F)c2)cc1	7%	4%	0%	4%	-6%	-2%	0%	2%
O=C(/C=C/c1cn(-c2ccccc2)nc1-c1cccnc1)c1ccco1	-62%[inhibitor]	2%	0%	5%	-3%	-13%	?	3%
COc1ccc(CN(C)C(C)C(=O)Nc2ccc([N+](=O)[O-])cc2Cl)cc1OC (configuration not stated)	34%[10 µM]	-10%	2%	4%	6%	-26%	-11%	0%
CN(C)S(=O)(=O)c1cccc(C(=O)N(Cc2ccc(F)cc2)Cc2ccco2)c1	-2%	-6%	-11%	2%	4%	-5%	-6%	-10%
COc1ccc(C(c2nnnn2CCc2ccccc2)N2CCN(C)CC2)cc1OC (configuration not stated)	-4%[10 µM]	-2%	5%	2%	0%	-2%	-3%	2%
Cc1ccc(-n2c(=O)cc(N3CCN(Cc4ccccc4)CC3)[nH]c2=O)cc1	4%[10 µM]	5%	-1%	6%	3%	-1%	?	2%
Cc1ccc(-c2cc(C(F)(F)F)n3nc(C(=O)Nc4ccc(C#N)cc4)cc3n2)cc1	·	10%[76.3 µM]	·	·	-3%	-10%	-9%	·
CSc1nc(O)c(Nc2cccc(Cl)c2)c(=O)[nH]1	14%[10 µM]	7%	·	5%	-4%	-5%	-17%	2%
NC(=O)C1CCN(C2=C(Cl)C(=O)c3ccccc3C2=O)CC1	5%	4%	-8%	4%	3%	3%	13%	0%
Cc1ccc(N/C=C/C(=O)c2ccccc2)cc1C	-20%[10 µM]	6%	-3%	-10%	-6%	-20%	?	2%
COc1ccc(NS(=O)(=O)c2ccc(S(=O)(=O)N(C)C)cc2)cc1S(N)(=O)=O	-28%	6%	-11%	-7%	-2%	8%	2%	-5%
COCCNC(=O)Cn1ncc2ccsc2c1=O	4%	-11%	-12%	7%	0%	-8%	-12%	6%
